High-throughput results deposited in PubChem by National Center for Advancing Translational Sciences (NCATS).
Anesthetic bind – candidate novel general anesthetic via apoferritin binding | apoferritin/1-aminoanthracene competitive binding, fluorescence | 0.074% of 350,000 active | Potency, µM (titrated, usually from 77.5 µM), for the others: at the top dose activity change, negative = displacement, hits mostly inhibitors; note: potency is the fitted concentration of half-maximal effect; % is set by controls: 0 for no effect and ±100 for the full control effect; nearly all actives have a fitted effect of over 20% in size
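Horse-spleen apoferritin (10 uM) in 50% saturated 1-aminoanthracene in PBS was incubated 10 min at room temperature with compound. Fluorescence (ex 380, em 535 nm) was normalized to free and bound 1-AMA, with concentration-response fitted by a four-parameter Hill equation.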
POLB inh – DNA polymerase beta (human) inhibition; 1.3% of 340,000 active; Potency, µM (highest dose often 114 µM), for inactives: top-dose activity change, negative = inhibition, most hits filed as inhibitors; P06746; AID 485314; Pol beta primer extension/strand displacement, fluorescence kinetic; note: potency is the fitted concentration of half-maximal effect; % is set by controls: 0 for no effect and ±100 for the full control effect
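Values derive from four-parameter Hill fits of normalized kinetic data: reads at 0 and 10 min following addition of 50 nM substrate to 10 nM Pol beta preincubated 15 min with compound.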
Pol kappa inh – DNA polymerase kappa (human) inhibition; Q9UBT6; Potency, µM (top dose mostly 107 µM), inactives show at the highest dose activity, negative = inhibition, usual class: inhibitors; purified Pol kappa, fluorescent DNA synthesis assay, 10 min; 0.53% of 400,000 active; AID 588579; note: potency is the fitted concentration of half-maximal effect; % is set by controls: 0 for no effect and ±100 for the full control effect
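Inhibition of 10 nM Pol kappa is measured by a fluorescent read-out at 0 and 10 min following addition of 50 nM substrate (final), with a 15-min room-temperature compound preincubation.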
Pol eta inh – inhibitors of human DNA polymerase eta; recombinant Pol eta, fluorescent DNA replication assay; Potency, µM (top dose mostly 114 µM), without a hit: at the highest dose activity change, negative = inhibition, hits mostly inhibitors; 1.2% of 390,000 active; AID 588591; note: potency is the fitted concentration of half-maximal effect; % is set by controls: 0 for no effect and ±100 for the full control effect
Target sequence (Q9Y253 whole entry, looked up): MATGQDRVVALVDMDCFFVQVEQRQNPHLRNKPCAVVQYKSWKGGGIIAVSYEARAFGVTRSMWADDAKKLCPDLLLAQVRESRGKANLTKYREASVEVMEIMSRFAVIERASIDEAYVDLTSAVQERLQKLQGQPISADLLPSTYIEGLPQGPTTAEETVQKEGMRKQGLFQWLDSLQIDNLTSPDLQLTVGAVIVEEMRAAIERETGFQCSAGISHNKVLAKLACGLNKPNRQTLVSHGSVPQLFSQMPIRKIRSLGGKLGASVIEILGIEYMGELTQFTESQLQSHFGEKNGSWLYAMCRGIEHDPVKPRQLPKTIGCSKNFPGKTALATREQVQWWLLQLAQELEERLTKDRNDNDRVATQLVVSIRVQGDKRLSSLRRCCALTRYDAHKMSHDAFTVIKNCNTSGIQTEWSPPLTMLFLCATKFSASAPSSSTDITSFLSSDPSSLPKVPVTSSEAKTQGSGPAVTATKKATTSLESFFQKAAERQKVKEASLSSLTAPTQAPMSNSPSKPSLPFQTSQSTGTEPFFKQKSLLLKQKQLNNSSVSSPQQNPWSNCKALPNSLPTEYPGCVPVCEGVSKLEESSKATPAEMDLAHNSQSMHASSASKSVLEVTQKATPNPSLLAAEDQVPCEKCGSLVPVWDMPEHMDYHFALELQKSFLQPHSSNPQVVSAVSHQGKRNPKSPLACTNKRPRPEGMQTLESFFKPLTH
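Pol eta (10 nM) was preincubated with compounds for 15 min at room temperature, after which fluorescent replication substrate (50 nM final) was added to start the reaction. Fluorescence was read kinetically at 0 and 10 min.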
APEX1 inh – inhibitors of human APE1 endonuclease. 0.35% of 350,000 active. recombinant APE1, TAMRA/BHQ-2 abasic DNA cleavage fluorescence. AID 2517. Potency, µM (highest dose often 65.8 µM), for the others: at the highest dose activity change, negative = inhibition, hits mostly inhibitors;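 note: potency is the fitted concentration of half-maximal effect; plate controls were vehicle for no effect and reference inhibitor for full effect; nearly all actives have a fitted effect of over 55% in size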
Target sequence (P27695 whole entry, looked up): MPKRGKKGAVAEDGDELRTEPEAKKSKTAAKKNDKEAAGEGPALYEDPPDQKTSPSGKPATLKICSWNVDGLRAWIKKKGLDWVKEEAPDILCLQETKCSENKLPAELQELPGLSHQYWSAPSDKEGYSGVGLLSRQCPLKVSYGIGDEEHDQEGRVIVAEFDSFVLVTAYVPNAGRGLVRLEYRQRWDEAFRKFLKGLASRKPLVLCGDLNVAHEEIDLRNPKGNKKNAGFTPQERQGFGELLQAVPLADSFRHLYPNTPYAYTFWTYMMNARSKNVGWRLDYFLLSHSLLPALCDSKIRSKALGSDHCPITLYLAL
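Kinetic fluorescence read (525 ex/598 em nm, three reads 60 s apart) of AP-site incision; signal = third minus first read. Enzyme 0.75 nM, dual-labelled THF duplex 50 nM, compound preincubation 15 min RT.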
RGS4 inh – blocks human RGS4-accelerated GTP hydrolysis. P49798. Transcreener GDP fluorescence polarization, RGS4-accelerated GTP hydrolysis. Potency, µM (series often up to 114 µM), inactives show top-dose activity change, negative = inhibition, usual class: inhibitors. 0.039% of 390,000 active; note: potency is the fitted concentration of half-maximal effect; % is set by controls: 0 for no effect and ±100 for the full control effect; nearly all actives have a fitted effect of over 75% in size; some results filed as inactive show a strong effect at the top dose
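MLSMR compounds (23 nl, pin-transferred) preincubated 10 min at room temperature with a 500nM (2x) first reagent, then RGS4 at 900nM (2x) plus Transcreener GDP mix added; fluorescence polarization (620/688 nm) read before and after 90 min at 30 °C.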
ERG-DNA inh – blocks human ERG Ets domain binding to DNA; Potency, µM (titrated, usually from 76.9 µM), for inactives: at the top dose FP activity, negative = inhibition, usual class: inhibitors; fluorescence polarization, His-ERG Ets domain / labelled DNA; 0.028% of 370,000 active; P11308; AID 624246; active = well fitted inhibition curve with a large enough effect in the polarisation, with a control signal flat; inconclusive = small, poorly fitted or top-dose-only effect, or effect the other way, or a change in a side signal; inactive = no such curve, though single readings can be large or run the other way; the % refers to the polarisation;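 note: polarization taken with two DNA probes labelled with fluorescein and Texas red; potency is the fitted concentration of half-maximal effect; % of control where 0% means no effect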
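His-tagged ERG Ets domain (1 uM in the protein solution; 300mM KCl, 50mM Tris-HCl, 1mM EDTA, 1mM DTT, pH 7.5) received compound, then a probe mix of 5 nM fluorescein-DNA and 100nM Texas-615-DNA. Fluorescence polarization was read for both dyes.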
ALOX12 inh – inhibitors of human 12S-lipoxygenase ALOX12 | purified 12hLO, xylenol orange hydroperoxide absorbance | Potency, µM (doses to about 108 µM), for inactives: at the highest dose activity change, negative = inhibition, actives largely listed as inhibitors | 1.1% of 580,000 active; note: potency is the fitted concentration of half-maximal effect; % is set by controls: 0 for no effect and ±100 for the full control effect
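Purified human 12hLO (150 nM final) in 25 mM Hepes, 0.01% Triton X-100, pH 7.0 was preincubated 15 min at room temperature with compound. Then 40 uM arachidonic acid was added, 30 min. Hydroperoxide was read by Fe-XO absorbance ratio 573/405 nm.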
LDHA inh – inhibitors of human lactate dehydrogenase A | P00338 | purified LDHA, NADH/diaphorase-resazurin fluorescence; active compounds read low | activity change, % (values are at about 110 or 230 µM) | 0.15% of 480,000 active | AID 1347041; in the data active = activity change below about -30%; inconclusive = mostly about -25% to -30%;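 note: plate controls were DMSO wells for no effect and wells without enzyme for full effect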
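Enzyme activity of human lactate dehydrogenase 5 (2 nM; 0.06 mM NADH, 0.2 mM pyruvate, 5 min, RT) is measured via a resazurin/diaphorase fluorescence readout of residual NADH.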
* hit, by the source's call; ? = inconclusive; . = not tested or not shown; & = joins results of further samples; [ ] = dose if it differs, or a comment. Unless noted, calls come from the whole dose curve; as a rule, active = well fitted curve in the direction sought with a large enough effect; inconclusive = small, poorly fitted or top-dose-only effect, or another doubt; inactive = no such curve, though single readings can be large; an effect the other way counts as inactive or inconclusive. This is a subset (hit frequency here may not be typical).

SMILES	Anesthetic bind	POLB inh	Pol kappa inh	Pol eta inh	APEX1 inh	RGS4 inh	ERG-DNA inh	ALOX12 inh	LDHA inh
CN(C)S(=O)(=O)c1cc(NC(=O)CN2C(=O)NC3(CCCc4ccccc43)C2=O)ccc1Cl (centres undefined)	-14%	28%	-4%	-9%	2%	4%	.	-14%	-3
Nc1nc(SCC(=O)N2CCN(S(=O)(=O)c3ccc(Cl)cc3)CC2)n[nH]1	-18%	0%	5%	1%	-2%	-26%	7%	3%	2
COC(CNc1ncnc2c1cnn2C)OC	-2%	4%	-3%	-20%	2%	-2%	3%	-1%	-1
CC(C)NC(=O)N(C)C[C@H]1Oc2ccc(NC(=O)c3ccncc3)cc2C(=O)N([C@H](C)CO)C[C@@H]1C	.	.	-12%	-5%	-6%	16%	3%	-18%	-2
c1ccc(C2C3=C(Nc4ncnn42)c2ccccc2CCC3)cc1 (centres undefined)	?	-13%	-10%	-1%	4%	2%	-1%	-7%	3
Cc1cc(=O)oc2cc(OCC(=O)N3CCOCC3)c(Cl)cc12	.	.	-4%	-21%	10%	-26%	7%	22%&74%	0&7
Cc1cc(C)c(OCC(=O)N2CCN(c3ncc(C(F)(F)F)cc3Cl)CC2)c(C)c1	-6%	-3%	-10%	-22%	-15%	12%	-8%	477%[activator]	2
CCC(=O)Nc1cccc(NC(=O)c2cc3ccccc3o2)c1	-17%	30%	-1%	-17%	0%	-5%[11.4 µM]	-7%	0%	-11
O=C(NC1CCCCC1)N1CCNCC1	-4%	39%	-14%	-16%	-6%	-28%	-2%	4%	-9
O=C(c1ccc(COc2ccccc2[N+](=O)[O-])o1)N1CCCCC1	?	21%	-4%	-7%	-1%	3%	-5%	?	-4
Cc1cc2oc(=O)cc(-c3ccccc3)c2c(C)c1-c1ccc(OC(F)(F)F)cc1	-18%[110 µM]	.	3%	-12%	15%&-2%	-10%	8%	-5%	0
Cc1ccc(NC(=O)CCc2nnc3n(C)c(=O)c4sccc4n23)cc1C	-4%	30%	7%	8%	.	11%	-4%	-15%	1
COc1ccc(CCNC(=O)CCc2c(C)nc3c4cccnc4nn3c2C)cc1OC	6%	33%[activator]	-12%	-15%	.	27%	-3%	-2%	1
O=c1c2ccccc2nc2n1C(CSc1ccc(Cl)cc1)CN2 (centres undefined)	-10%	10%	-8%	-6%	-5%	-35%	7%	40%[activator]	0
COc1ccc(O)c(-c2cc(-c3cccs3)[nH]n2)c1	-20%	2%	-15%	-21%	7%	-6%[11.4 µM]	?	?	7
O=C1c2ccccc2C(=O)N1CCC1(O)C(c2ccccc2)=Nc2ccccc21 (centres undefined)	.	.	-13%	-18%	.	-13%	3%	5%	1
CCOC(=O)C1=NN(c2ccc(OC)cc2)C(c2ccccc2)CC1=O (centres undefined)	-2%	18%	-6%	-5%	-10%	31%	-2%	-15%	-21
O=[N+]([O-])c1ccc(CSc2nnc(SCc3ccccc3)s2)cc1	-2%	-32%	-4%	-22%	-3%	-23%	1%	?	-4
COc1cc(CNc2ccc3[nH]c(=O)[nH]c3c2)ccc1OCc1ccc(C)cc1	-5%	-23%	1%	-20%	43%[activator]	-17%	1%	?	-6
C/C(=N\N1CCN(c2ccccc2)CC1)c1ccc(O)cc1	-7%	4%	9%	7%	15%	10%	7%	?	-2
CCN(CC)c1ccc(/C=N/OCC(=O)N2CCCc3ccccc32)cc1	43%[activator]	-10%	-9%	-17%	-5%	16%	7%	-19%	-2
CC1CCC(NC(=O)c2cc3c(s2)CCCC3)CC1 (centres undefined)	.	.	10%	-6%	-12%	-15%	5%	-40%	-7
CCCCCCNC(=O)C(C#N)c1nc2ccccc2nc1N1CCCC1 (centres undefined)	1%	?	-5%	-16%	-4%	19%	4%	141%[activator]	-7
COc1ccc2nc(-c3ccco3)c(-c3ccco3)nc2c1	360%[activator]	22µM*	?	3.2µM*	8.9µM*	?	.	18µM*	14
Cc1cc(C)cc(NC(=O)CSc2nc(-c3cccc(Cl)c3)nc3c2Cc2c(CO)cnc(C)c2O3)c1	-7%	-7%	1%	10%	.	3%	4%	-19%	-2
SMILES	Anesthetic bind	POLB inh	Pol kappa inh	Pol eta inh	APEX1 inh	RGS4 inh	ERG-DNA inh	ALOX12 inh	LDHA inh
CC(CCc1ccccc1)NC(=O)COC(=O)c1cccc2ccccc12 (centres undefined)	-21%	2%	-9%	-9%	0%	-10%	0%	2%	-4
Cc1ccc(C(=O)C2C(c3cccs3)NC(=O)NC2(O)C(F)(F)F)cc1 (centres undefined)	3%	-3%	-8%	-14%	-1%	-9%	-2%	-14%	2
CC(C)Oc1ccc(C(=O)NCC(=O)O)cc1	8%	25%	-8%	-15%	9%	-8%	-7%	-9%	-7
COCC1OS(=O)(=O)NC(CC(=O)SC(C)(C)C)C1C (centres undefined)	8%	0%	-4%	-12%	11%	-7%	15%	-21%	-1
Cc1nc2ccc(NC(=O)c3nn(C(C)C)c(=O)c4ccccc34)cc2s1	6%	6%	-17%	0%	2%	-6%	-1%	-9%&5%	3&1
COc1cccc(C2NC(=O)NC(C)=C2C(=O)Nc2cccc(C)c2C)c1 (centres undefined)	-7%	1%	-10%	5%	-4%	49%	-7%	0%[57.4 µM]	-1
[O-][n+]1cccc2c(Br)cc(Br)c(O)c21	-6%	2%	-25%	-21%	-4%	-24%	-27%	-22%	25
CCS(=O)(=O)c1ccc2oc(Nc3ccccc3Br)nc2c1	-1%	9%	-2%	-15%	4%	11%	-1%	4%	-3
CCn1c(C(C)NC(=O)Cc2ccccc2)nc2ccccc21 (centres undefined)	-5%	9%	-9%	-9%	-8%	15%	2%	0%	-15
Cn1ncc(Cl)c(Oc2ccc(Cl)cc2)c1=O	-6%	0%	1%	-4%	-1%	-16%	6%	-3%	0
COc1ccccc1-c1nnc2sc(COc3ccc(F)cc3)nn12	-24%	3%	-13%	-14%	14%	-53%	-1%	-20%	-4
Cc1ccc(N(CC(=O)Nc2ccc(-c3nc4ccc(C)cc4s3)cc2)S(C)(=O)=O)cc1	-14%	8%	-4%	-1%	1%	-3%	5%	2%	-8
COCCNC(=O)C(c1cccc(OC)c1)N(C(=O)Cn1nnc2ccccc21)c1cccnc1 (centres undefined)	-7%	-13%	-6%	-12%	23%	-7%	7%	340%[activator][57.4 µM]	-6
CCCCSc1nnc(CCCCCNC(=O)OC(C)(C)C)o1	?	3%	-13%	-1%	1%	44%	-10%	2%	-5
C=CCn1cc(C(=O)NCc2ccc3c(c2)OCO3)c(=O)c2cc(S(=O)(=O)N(CC)CC)ccc21	?	-3%	-2%	-23%	14%	1%	4%	-16%	-12
COc1ccc([N+](=O)[O-])cc1NC(=O)C(C)OC(=O)Cn1[nH]c(=O)c2ccccc2c1=O (centres undefined)	.	.	-5%	-8%	-14%	-23%	16%	2%	-2
COCC(C)n1c(C)cc(C(=O)Cn2nc(C(=O)O)c3ccccc3c2=O)c1C (centres undefined)	-20%	1%	-3%	-23%	-1%	7%	0%	-2%	-5
O=C(CCn1ccc2cc(S(=O)(=O)N3CCCC3)ccc21)NCCc1ccccc1	-12%	5%	-2%	-7%	-1%	-33%	-2%	3%	2
CC(C)CNC(=O)c1c(F)c(F)c(F)c(F)c1F	-3%	0%	7%	-15%	2%	-12%	2%	-9%	-2
Cc1c2cnn(CC(=O)N3CCN(c4ccccc4)CC3)c(=O)c2c(C)n1Cc1ccccc1Cl	-17%	0%	-1%	-14%	.	-49%	7%	-14%	-1
CCOP(=O)(OCC)/C(C#N)=C/c1c[nH]c2ccccc12	1%	0%	-7%	-2%	-3%	-18%	1%	7%	-1
CCOc1ccc(OCC(=O)OCC(=O)N2CCN(C(=O)c3ccco3)CC2)cc1	.	.	-11%	?	-26%	6%	-5%	-10%	-6
O=C(Nc1ccc(OC(=O)c2cccs2)cc1)c1ccco1	-8%	1%	6%	-13%	6%	-2%	-9%	-3%	-1
O=C(CSc1nc2ccccc2c(=O)n1CC1CCCO1)NCc1ccccc1 (centres undefined)	-4%	8%	-2%	-1%	-2%	7%	-10%	?	-9
Cc1cc(C)n(-c2nc3ccccc3nc2N2CCN(S(=O)(=O)c3ccc(F)c(C)c3)CC2)n1	3%	30%	-7%	-20%	2%	7%	.	?	-4
O=C(Cn1nnc2ccccc2c1=O)NC1CCCCC1	-4%	42%	1%	-18%	-1%	-8%	-5%	-20%	-12
Cc1ccc2cc(CN(C)C(=O)c3cccc(Cl)c3)c(=O)[nH]c2c1	-11%	25%	-7%	-5%	.	42%	0%	?	-13&-12
C#CCN(CC=C)C(=O)c1cccc(OC2CCN(S(C)(=O)=O)CC2)c1	-8%	41%	4%	-5%	22%	-15%	-8%	7%	-3
